# NCI-60 one-dose screen, 48 h, at 10 µM unless noted. Numbers give growth in % (100 = growth as untreated, 0 = no growth, -100 = all killed).
# LOX IMVI: LOX IMVI melanoma; 7.4% of 79,000 active
# MDA-MB-231: MDA-MB-231 breast cancer. 5% of 81,000 active
# MCF7: MCF7 breast cancer; 6.3% of 82,000 active; AID 1794796
# T-47D: T-47D breast cancer. 5% of 79,000 active. AID 1794792
# SK-MEL-2: SK-MEL-2 melanoma; 4.7% of 77,000 active
# BT-549: BT-549 breast cancer; 4.4% of 78,000 active; AID 1794793
# MALME-3M: MALME-3M melanoma. 5.8% of 78,000 active. AID 1794766
# HS 578T: HS 578T breast cancer; 4.1% of 78,000 active
# * hit, by the source's call; x = no result given; & = joins results of further samples. Rule for the calls: active = growth percent below 10; inactive = the rest.
Structure	LOX IMVI	MDA-MB-231	MCF7	T-47D	SK-MEL-2	BT-549	MALME-3M	HS 578T
CC(=O)NC(CCC(=O)O)C(=O)O (stereo unspecified)	95	111	99	106	118	116	99	109
Cn1cnc([N+](=O)[O-])c1Sc1ncn[nH]1	93	106	102	94	x	101	92	119
CCOC(=O)c1ccc2n1CCc1cnc(NC3CCCC3)nc1-2	98	102	82	x	104	97	99	104
CCOC(=O)c1c(C)cc(=O)oc1C	105	96	97	102	125	97	88	118
Nc1ncnc2nc(N3CCOCC3)[nH]c12	97	100	106	95	104	99	115	110
N#Cc1c(-c2ccc(F)cc2)nc(SCc2nc3ccccc3[nH]2)nc1N1CCOCC1	82	88	87	70	94	88	106	86
O=C(Nc1c(Cl)c(C2CC2)nn1-c1ccccc1)C(Cl)(Cl)Cl	103	111	92	102	136	102	125	115
Cc1ccc(-c2cc3nc(C(Cl)Cl)nc(-c4ccccc4)n3n2)cc1	109	80	64	90	x	96	122	109

# The list continues:
Structure	LOX IMVI	MDA-MB-231	MCF7	T-47D	SK-MEL-2	BT-549	MALME-3M	HS 578T
O=C(c1cc(-c2ccc(F)cc2F)ccc1O)N1CCN(Cc2ccc(Cl)cc2)CC1	107	111	95	104	120	110	101	111
O=C(COc1ccccc1)OCCOc1ccccc1	109	113	110	95	101	113	101	101
COc1ccc2occ(COC(=O)c3c(C)noc3C)c(=O)c2c1	76	77	53	67	91	88	69	66
C=C1C(=O)O[C@H]2[C@H]1CC/C(C(=O)Nc1ccc(OC)c(C(N)=O)c1O)=C\CC[C@@]1(C)O[C@@H]21	77	58	31	17	71	30	21	77
CCCCCCCC/C=C\CCCCCCCC(=O)OCCCCCCCCCCC	88	106	101	99	122	117	102	103
CCN(CC)CCOC(=O)c1ccc(NC(=O)Nc2cccc(Cl)c2)cc1	95	94	95	87	95	93	98	100
O=C(Nc1ccc(-c2nc3cc4ccccc4cc3[nH]2)cc1)c1cccc(Br)c1	-6.3*	69	27	54	49	48	x	83
C=C(CN=[N+]=[N-])[C@@H]1CC[C@]2(C(=O)OC)CC[C@]3(C)[C@H](CC[C@@H]4[C@@]5(C)CCC(=O)C(C)(C)[C@@H]5CC[C@]43C)[C@@H]12	92	86	84	x	94	102	101	86

# Reprinted from the entries so far for reference:
Structure	LOX IMVI	MDA-MB-231	MCF7	T-47D	SK-MEL-2	BT-549	MALME-3M	HS 578T
CC(=O)NC(CCC(=O)O)C(=O)O (stereo unspecified)	95	111	99	106	118	116	99	109
Cn1cnc([N+](=O)[O-])c1Sc1ncn[nH]1	93	106	102	94	x	101	92	119
CCOC(=O)c1ccc2n1CCc1cnc(NC3CCCC3)nc1-2	98	102	82	x	104	97	99	104
CCOC(=O)c1c(C)cc(=O)oc1C	105	96	97	102	125	97	88	118
Nc1ncnc2nc(N3CCOCC3)[nH]c12	97	100	106	95	104	99	115	110
N#Cc1c(-c2ccc(F)cc2)nc(SCc2nc3ccccc3[nH]2)nc1N1CCOCC1	82	88	87	70	94	88	106	86
O=C(Nc1c(Cl)c(C2CC2)nn1-c1ccccc1)C(Cl)(Cl)Cl	103	111	92	102	136	102	125	115
Cc1ccc(-c2cc3nc(C(Cl)Cl)nc(-c4ccccc4)n3n2)cc1	109	80	64	90	x	96	122	109
O=C(c1cc(-c2ccc(F)cc2F)ccc1O)N1CCN(Cc2ccc(Cl)cc2)CC1	107	111	95	104	120	110	101	111
O=C(COc1ccccc1)OCCOc1ccccc1	109	113	110	95	101	113	101	101
COc1ccc2occ(COC(=O)c3c(C)noc3C)c(=O)c2c1	76	77	53	67	91	88	69	66
C=C1C(=O)O[C@H]2[C@H]1CC/C(C(=O)Nc1ccc(OC)c(C(N)=O)c1O)=C\CC[C@@]1(C)O[C@@H]21	77	58	31	17	71	30	21	77
CCCCCCCC/C=C\CCCCCCCC(=O)OCCCCCCCCCCC	88	106	101	99	122	117	102	103
CCN(CC)CCOC(=O)c1ccc(NC(=O)Nc2cccc(Cl)c2)cc1	95	94	95	87	95	93	98	100

# Other results:
Structure	LOX IMVI	MDA-MB-231	MCF7	T-47D	SK-MEL-2	BT-549	MALME-3M	HS 578T
COc1ccc(C(O)(CNC2CCCCC2)c2ccccc2)cc1 (stereo unspecified)	94	104	95	102	98	87	91	102
O=C(/C(=C\c1ccc([N+](=O)[O-])cc1)S(=O)Cc1ccc(F)cc1)c1ccc(F)cc1 (stereo unspecified)	-52*	13	16	10	78	75	19	41
Cc1c(C(=O)NCCN(C)C)n(C)c(=O)c2ccccc12	93	107	106	102	x	101	98	115
CCCCC(O)CCC (stereo unspecified)	103	114	98	98	100	102	102	x
CC(=O)c1ccc(NC(=O)N(CCCl)N=O)cc1	91	99	94	114	118	105	91	105
COc1ccc(/C=C/c2nc(Nc3ccc(S(=O)(=O)Nc4nc(C)cc(C)n4)cc3)c3ccccc3n2)cc1	26	61	42	49	75	88	90	83
c1csc(CCCN2CCCCC2)c1	102	119	106	119	103	x	105	108
COc1ccc(-c2nnc(COc3ccc(NS(C)(=O)=O)cc3F)o2)cc1	82	95	90	87	114	98	107	104

# (cont.)
Structure	LOX IMVI	MDA-MB-231	MCF7	T-47D	SK-MEL-2	BT-549	MALME-3M	HS 578T
CC(=O)Nc1ccc(/C=N/NC(N)=S)c(C)c1	97	111	105	98	105	104	118	103
O=C1/C=C/[C@@H](O)[C@@H]2C[C@@H](O)C[C@H]2/C=C/CCC[C@H](CCc2ccccc2)O1	-59*	-65*	-3.6*	15	-8.8*	9.8*	-14*	48
CC(OC=O)C(=O)O (stereo unspecified)	95	94	90	100	99	103	98	101
COc1cc(/C=C2\C(=O)NC(=O)N(c3ccc(Cl)cc3)C2=O)ccc1O	96	108	106	98	89	115	123	135
CC(=O)N[C@H](Cc1ccccc1)C(=O)N[C@H](CS)C(=O)N[C@@H](CCCCN)C(=O)N[C@@H](C)C(=O)N[C@H](Cc1ccccc1)C(=O)N[C@H](CCCNC(=N)N)C(=O)N[C@H](CCCNC(=N)N)C(=O)N[C@H](CCCNC(=N)N)C(=O)N[C@H](CCCNC(=N)N)C(=O)N[C@H](CCCNC(=N)N)C(=O)N[C@H](CCCNC(=N)N)C(=O)N[C@H](CCCNC(=N)N)C(=O)N[C@H](CCCNC(=N)N)C(N)=O	98	102	93	110	109	103	117	101
COC(=O)/C(CCC=C(C)C)=C1\[C@@H](OC(C)=O)C[C@@]2(C)[C@H]1C[C@@H](O)[C@H]1[C@@]3(C)CC[C@H](NCc4ccccc4)[C@@H](C)[C@@H]3CC[C@@]12C	47	64	50	62	94	76	68	67
Cc1nc2c(=O)[nH]c(SCC(=O)O)nc2[nH]c1=O	101	103	91	99	103	115	101	100
NC(=O)OCC(N)C(=O)O (stereo unspecified)	94	102	104	99	98	121	x	116

# (listing goes on)
Structure	LOX IMVI	MDA-MB-231	MCF7	T-47D	SK-MEL-2	BT-549	MALME-3M	HS 578T
Fc1ccc(/C=C/c2cc(/C=C/c3ccc(F)cc3)n(-c3cccc(C(F)(F)F)c3)n2)cc1	107	114	94	100	94	98	98	101
O=C(Nc1ccc(Cn2nnc3c(F)cccc32)cc1)c1ccc([N+](=O)[O-])cc1	56	74	51	55	74	85	77	79
COC(=O)CC1=CCC(n2cc(F)c(N)nc2=O)O1 (stereo unspecified)	103	99	100	113	89	133	101	93
O=C1NC(c2ccccc2)(c2ccccc2)C(=O)N1CNc1ccccn1	98&94	110&104	98&102	105&121	116&115	118&105	96	104&98
CC(=O)N1N=C(c2ccc(Cl)cc2)CC1c1sc(N2CCOCC2)nc1Cl (stereo unspecified)	95	104	90	83	109	92	105	102
O=C(Nc1ncc(Cc2ccccc2)s1)C1CCCCC1	98	98	98	108	101	104	114	105
CCO/C=C1\SC(=S)N(c2cccc(C)c2)C1=O	104	117	90	93	110	114	98	103
COc1ccc2nc(SCC(=O)NCc3ccccc3)[nH]c2c1	93	73	97	71	94	89	100	96

# (further entries)
Structure	LOX IMVI	MDA-MB-231	MCF7	T-47D	SK-MEL-2	BT-549	MALME-3M	HS 578T
CN(C)c1ccc(/C=N/Nc2nc3c([nH]2)c(=O)n(C)c(=O)n3C)cc1	112&109	116&115	98&98	109&85	107&103	104&114	104&115	125&113
Clc1ccc(SCc2cccc3ccccc23)cc1	99	92	86	73	96	98	x	x
Nc1ccc(-c2nc(N)c3[nH]cnc3n2)cc1	102	96	52	76	101	115	110	128
COc1cc(C2C3=C(CC(C)(C)CC3=O)N(c3sc4c(c3C#N)CCCC4)c3nc(N)c(C#N)c(N)c32)cc(OC)c1OC (stereo unspecified)	56	56	50	47	65	70	x	74
O=C(CSc1ncccc1C(=O)O)Nc1ccc(Oc2ccccc2)cc1	92	124	92	103	106	98	99	92
COc1cc(CNc2oc(-c3ccccc3)c(-c3ccccc3)c2C#N)cc(CN2CCN(c3ccccc3)CC2)c1O	90	102	89	90	96	107	107	101
NS(=O)(=O)c1ccc(Cn2c(=S)[nH]c3ccccc3c2=O)cc1	94	96	93	97	105	93	98	95
O=S(=O)(NCCCNc1cc(-c2c(-c3cccc(O)c3)nc3sccn23)ccn1)c1ccc(Br)cc1	52	89	51	20	78	56	78	34

# (list continues)
Structure	LOX IMVI	MDA-MB-231	MCF7	T-47D	SK-MEL-2	BT-549	MALME-3M	HS 578T
O=C(NO)c1ccc(CN2CCN(c3nc(-c4ccccc4)c4ccccc4n3)CC2)cc1	-61*	35	9.8*	8.9*	67	36	11	49
N#Cc1n[nH]n2c1nc(=O)c1cnn(-c3ccccc3)c12	96	117	95	110	126	108	107	105
CSc1cc(SC)ncn1	105	96	98	105	100	104	x	115
O=S(=O)(c1ccc(N/N=C\c2ccccc2Cl)cc1)c1ccc(N/N=C/c2ccccc2Cl)cc1	95	82	68	76	89	79	95	83
Clc1cc2c(nn1)Nc1ccccc1S2	99	114	85	85	-4.8*	103	103	102
CCCCCCCCCc1ccc(S)cc1	107	121	98	108	122	107	119	97
O=c1cc(N/N=C/c2ccc(F)cc2)c2cc(Cl)ccc2[nH]1	96	94	85	69	77	94	98	121
Oc1c(Cl)cc(Cl)cc1/C=N/Nc1nnc(N/N=C/c2cc(Cl)cc(Cl)c2O)c2ccccc12	-52*	21	7.3*	15	51	16	10	32

# Random excerpt: 3 records from the list.
Structure	LOX IMVI	MDA-MB-231	MCF7	T-47D	SK-MEL-2	BT-549	MALME-3M	HS 578T
CSc1cc(SC)ncn1	105	96	98	105	100	104	x	115
O=C(NO)c1ccc(CN2CCN(c3nc(-c4ccccc4)c4ccccc4n3)CC2)cc1	-61*	35	9.8*	8.9*	67	36	11	49
CCCCCCCCCc1ccc(S)cc1	107	121	98	108	122	107	119	97

# (more compounds)
Structure	LOX IMVI	MDA-MB-231	MCF7	T-47D	SK-MEL-2	BT-549	MALME-3M	HS 578T
CCCCCCCC(=O)SCC/C=C/[C@@H]1CC(=O)NCc2nc(cs2)C2=N[C@@](C)(CS2)C(=O)N[C@@H](C(C)C)C(=O)N1	-92*	11	13	-26*	-35*	40	11	11
CN(C)c1ccc(C2CC(c3cccs3)=NN2c2ccc(S(N)(=O)=O)cc2)cc1 (stereo unspecified)	108	86	83	93	x	111	115	104
COc1ccc(NC(=O)C2=C(C)Nc3ncnn3C2c2ccc(C)cc2)cc1 (stereo unspecified)	105	129	99	95	97	106	114	103
O=C(/C=C/c1ccc(Br)cc1)c1ccccc1	60	101	8.3*	75	103	96	104	100
S=C=Nc1ccc(N2CCOCC2)cc1	92	97	79	74	98	97	82	99
COc1ccc(-c2cs/c(=N\N=C\c3cccc(C)c3)n2C)cc1	94	85	74	56	93	93	87	94
Nc1nnc(-c2ccc(N=Nc3ccc(S(N)(=O)=O)cc3)cc2)s1	92	82	92	86	96	87	93	76
OC1(c2ccccc2)CN(Cc2ccccc2)CCO1 (stereo unspecified)	112	128	94	106	107	106	94	113

# The list continues:
Structure	LOX IMVI	MDA-MB-231	MCF7	T-47D	SK-MEL-2	BT-549	MALME-3M	HS 578T
Cc1ccc(C(=O)Nc2ccc(CNCCN3CCNCC3)c(C(F)(F)F)c2)cc1C#Cc1cnc2cccnn12	-86*	-76*	-83*	3.1*	64	x	-71*	37
COc1ccc2nc3ccccc3c(NCc3ccccc3)c2c1	-31*	28	4.3*	35	48	50	23	25
COCCn1cc(-c2nc(-c3cc4cccnc4n3C)cs2)c2cc(OC)ccc21	38	28	2.9*	-16*	56	27	108	57
Nc1cc(-c2ccc3c(c2)OCCO3)nn1-c1nc2ccccc2[nH]1	95	91	69	68	90	118	87	99
Nc1c(I)cc(I)cc1I	100	106	99	93	111	107	98	98
O=C(Nc1ccc(S(=O)(=O)Nc2ccccn2)cc1)Nc1ccc(F)c(C(F)(F)F)c1	75	85	92	69	94	116	86	115
O=C(COc1ccccc1Cl)Nc1nc(-c2cccs2)cs1	88	112	98	94	121	87	111	135
O=C(Nc1ccc([N+](=O)[O-])cc1)OCC#CC#CCOC(=O)Nc1ccc([N+](=O)[O-])cc1	55	64	66	33	51	59	73	85
